High-throughput results as filed in PubChem BioAssay.
TTR transcr act – activators of transthyretin transcription | SH-SY5Y TTR promoter Gaussia luciferase, luminescence; 100% = recombinant luciferase protein wells | activation, % at 16.7 µM | actives 1.3% (n = 92,000);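 active = activation above the mean of all tested compounds plus 3 SD, cut at about 9.5% in these data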;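 note: cells exposed to compounds for one day before reading; 0% = median of all test compound wells on the plate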
The depositor's hits bear a star.

SMILES | TTR transcr act
CS(=O)(=O)c1ccc(Cl)c(NC(=O)COC(=O)c2cccc(C#N)c2)c1 | -2.1
C/C(=N\NC(=O)c1nn(C)c(C)c1Br)c1ccc(NC(=O)c2ccc(C)s2)cc1 | -0.6
COc1ccc(-n2nnnc2SCC(=O)NCCc2ccccc2)cc1OC | 0.8
O=C(O)c1cccc(NC(=S)N/N=C/c2ccccn2)c1 | 1.0
CCOC(=O)CN1C(=O)COc2ccc(C(C)(C)C)cc21 | 3.0
Cc1cc(C)c2c(n1)nn1c(C3CC3)cc(C(F)(F)F)nc21 | 2.2
Cc1ccc(OCc2cc(C(=O)N3CCCC3)no2)cn1 | -0.7
O=C1Nc2ccccc2N(C(=O)c2c(F)cccc2F)C1c1nc2ccccc2[nH]1 (stereo unspecified) | -1.1
O=C(Nc1ccc(C2SCCS2)cc1)c1ccccc1 | -0.8
COc1cc(/C=C(\NC(C)=O)C(=O)Nc2cccc(O)c2)ccc1OC(C)=O | 1.4
C=CCn1c(C(CCCC)CC(O)COCC(C)C)n[nH]c1=S (stereo unspecified) | 2.2
N#C/C(=C/c1cccs1)c1ccccn1 | -2.3
COc1ccc(Cl)cc1NC(=O)CN(C)CC(=O)Nc1ccc(C)cc1Br | 1.8
Cc1noc(C)c1S(=O)(=O)Nc1ccc2c(c1)C(=O)N([C@H](C)CO)C[C@H](C)[C@@H](CN(C)C(=O)NC(C)C)O2 | 0.5
O=C(N/N=C/c1ccc(N2CCCCC2)o1)c1ccccc1[N+](=O)[O-] | 0.2
CCOC(=O)C1=CCN(S(=O)(=O)c2ccccc2F)C1c1cccc(F)c1 (stereo unspecified) | -0.9
CCOC(=O)C1CCCN(C(=O)CCn2nnnc2CN2CCOCC2)C1 (stereo unspecified) | 1.6
Cc1c(Cl)c([N+](=O)[O-])nn1CCCC(=O)Nc1c(C)n(C)n(-c2ccccc2)c1=O | -0.3
Oc1ccc(/C=C/c2ccc3cccc(O)c3n2)cc1Br | -2.2
Cc1cc(NC(=O)COC(=O)c2oc3c(Cl)cccc3c2C)no1 | 3.2

Retrieved by structure from the entries so far, four records:
SMILES | TTR transcr act
CS(=O)(=O)c1ccc(Cl)c(NC(=O)COC(=O)c2cccc(C#N)c2)c1 | -2.1
O=C1Nc2ccccc2N(C(=O)c2c(F)cccc2F)C1c1nc2ccccc2[nH]1 (stereo unspecified) | -1.1
COc1ccc(Cl)cc1NC(=O)CN(C)CC(=O)Nc1ccc(C)cc1Br | 1.8
N#C/C(=C/c1cccs1)c1ccccn1 | -2.3

Remaining list, next part
SMILES | TTR transcr act
CCC(c1nnnn1C(C)(C)C)N1CCN(C/C=C/c2ccccc2)CC1 (stereo unspecified) | 1.3
C[C@H]1[C@H](N(C)C)CC[C@@]23CCCN2C(=O)CCC[C@@H]13 | 2.8
N#CCSc1nc2sccc2c(=O)n1-c1ccccc1 | -1.4
COc1ccccc1C(=O)COC(=O)C1CCN(S(=O)(=O)c2ccccc2)CC1 | -0.5
Cc1cc(N)ccc1NC(=O)CN1CCOCC1 | 0.0
O=C(NCc1ccc(Cl)cc1)c1ccccc1Oc1ccccc1 | -1.3
O=c1[nH]c(=O)n(C(c2ccccc2)(c2ccccc2)c2ccccc2)cc1N(CCO)CCO | -1.9
O=S1(=O)CC(N2CCN(CC3CC3)CC2)CN1C1CCCC1 (stereo unspecified) | 0.1
COCCN(C(=O)COC(=O)CCCOc1ccc(OC)cc1)c1c(N)n(Cc2ccccc2)c(=O)[nH]c1=O | -1.9
COc1ccc(-n2c(=O)[nH]c3c(C(N)=O)nc(C4CCCCC4)nc32)cc1 | 1.8
CNC(=O)c1sccc1-n1cccc1 | 4.7
Nc1nnnn1CC(=O)N/N=C/c1cccs1 | 36.3*
CC(=O)c1ccc[n+](CC(=O)NC(C)c2ccccc2)c1 (stereo unspecified) | 0.8
COCc1cc(C)nc2sc(C(=O)NCCO)c(-n3cccc3)c12 | 0.6
CCCCCSc1nnc(N)s1 | 1.0
CCOc1ncccc1C(=O)OCC(=O)Nc1ccc(-c2nc3ccc(C)cc3s2)cc1 | 0.3
Cc1ccc(C(C)C)c(OCC(O)CN2CCc3ccccc3C2)c1 (stereo unspecified) | 0.7
N#Cc1c(Nc2ccccc2C(F)(F)F)s[nH]c1=O | -1.9
Cc1cc(=O)n(C(C)Cc2ccccc2)n1C(C)Cc1ccccc1 (stereo unspecified) | 16.7*
CCOC(=O)N1CCC(N2C(=O)c3ccc(C(=O)Nc4ccc(OC)cc4)cc3C2=O)CC1 | 2.3
COC(=O)C1=C(C)NC2=C(C(=O)CC(c3cccs3)C2)C1c1ccsc1 (stereo unspecified) | -2.0
O=C1CC(N2CCSCC2)C(=O)N1c1ccccc1 (stereo unspecified) | -0.3
CSCCC(NS(=O)(=O)c1ccc(Br)cc1)C(=O)OCC(=O)NC1CC1 (stereo unspecified) | -0.6
Cc1c(NC(=O)Nc2cc(Cl)ccc2Cl)c(=O)n(-c2ccccc2)n1C | 0.8
COc1ccc(C(=O)/C=C/Nc2ccc(S(N)(=O)=O)cc2)cc1OC | 1.0
Cc1ccc(C)c(Nc2cc(C)nc3ccccc23)c1 | -3.3
CCOc1ccc(OCC)c(NS(=O)(=O)c2ccc3c(c2)CCN3C(=O)C2CCC2)c1 | -1.8
O=C(NCCc1nc2ccccc2n1C/C=C/c1ccccc1)C1CCCCC1 | -0.5
CCN1CCN(C(=O)c2cc3c(s2)-c2ccccc2S(=O)(=O)C3)CC1 | 4.8
COc1ncnc2c1ncn2CCCNCc1ccco1 | 3.3
O=[N+]([O-])c1cccc(NC2=NCCC2)c1 | -0.3
O=[N+]([O-])c1ccc(-c2ccc(/C=N/O)o2)cc1 | 2.5
CC(=C/c1ccco1)/C=N/NC(=O)Cc1cccn1C | 1.7
COc1ccc([C@H]2N[C@]3(CCCN(Cc4cccn4C)C3=O)[C@H]3C(=O)N(Cc4ccccc4)C(=O)[C@@H]23)cc1 | 0.8
CCN(C(=O)Cn1c(=O)oc2cc(S(=O)(=O)N3CCOCC3)ccc21)c1ccccc1 | -1.4
CCCCNS(=O)(=O)c1ccc2nc(SCC(=O)N3CC(C)OC(C)C3)[nH]c2c1 (stereo unspecified) | -1.4
CC(C)Sc1nc2c(c(=O)n1-c1ccc(F)cc1)SCC2 | -1.1
Nc1c(Cl)ncnc1N/N=C/c1cccc(O)c1 | -0.7
O=[N+]([O-])c1cccnc1Oc1ccc(F)cc1 | 2.4
O=C(Cc1cccs1)NCc1cccc(F)c1 | 1.3

Laid out differently: entries from further up.
TTR transcr act	molecule
1.8	COc1ccc(Cl)cc1NC(=O)CN(C)CC(=O)Nc1ccc(C)cc1Br
0.5	Cc1noc(C)c1S(=O)(=O)Nc1ccc2c(c1)C(=O)N([C@H](C)CO)C[C@H](C)[C@@H](CN(C)C(=O)NC(C)C)O2

Next part:
SMILES | TTR transcr act
CCC(=O)Nc1cccc(-c2nc3ncccc3o2)c1C | 0.4
O=c1[nH][nH]cc1C=NCc1cccnc1 | 2.0
Cc1cc(C)c2nc(NC(=O)C3CC(=O)N(Cc4ccco4)C3)sc2c1 (stereo unspecified) | -2.2
COc1ccc(N(CC(=O)NC2CCCCC2)S(=O)(=O)c2c(C)[nH]c(=O)[nH]c2=O)cc1 | -1.6
O=C(Cc1nnc(NC(=O)Nc2ccccc2)s1)NCc1ccccc1 | 3.0
O=C(CC1C(=O)NCCN1C(=O)c1ccc(Cl)cc1)Nc1ccc(F)cc1 (stereo unspecified) | 1.9
S=C(Nc1ccccc1Cl)N(Cc1ccccc1)Cc1ccccn1 | -1.2
COc1cccc([C@@H]2CC=C(C(=O)O)CN2S(=O)(=O)c2ccc(C)cc2)c1 | 0.2
CC(=O)c1c(C)nc(C)nc1NC(=O)Cc1ccccc1 | 1.4
CSCCC(NC(=O)COc1ccccc1)C(=O)N1CCN(c2cccc(C(F)(F)F)c2)CC1 (stereo unspecified) | -2.6
Cc1ccc2nc(N(CCCN(C)C)C(=O)c3cc(-c4cccs4)nc4ccccc34)sc2c1 | -1.1
CCC(CC)C(=O)Nc1nnc(S(=O)(=O)N(CC)c2ccc(OC)cc2)s1 | -0.8
Cc1ccc(S(=O)(=O)Nc2ccc(S(=O)(=O)Nc3ncccn3)cc2)cc1 | 1.9
COc1cc(/C=C2\SC(=S)N(Nc3ccccc3)C2=O)ccc1O | -1.6
CS(=O)(=O)c1ccc(C(=O)Nc2cc(-c3ccccc3)nn2-c2ccccc2)cc1 | -1.3
Cc1cc(C)n2ncc(C(=O)NCCc3ccccc3)c2n1 | -1.4
CCCNC(=O)C1(C)CCCN(Cc2ccccc2F)C1 (stereo unspecified) | -1.3
N=c1c2ccccc2nc2n1CCCCCCCCCCC2 | -3.4
CCNC(=O)C1CN(S(=O)(=O)c2ccccc2)CCN1S(=O)(=O)c1ccccc1 (stereo unspecified) | -0.3
Cc1oc(CSCCSCc2cc(C(=O)O)c(C)o2)cc1C(=O)O | 0.1
COC(=O)Cn1cc(C(=O)c2ccco2)c2ccccc21 | 0.8
COCC(=O)N[C@H]1C=C[C@@H](CC(=O)OC)O[C@@H]1CO | 1.3
CCNC(=O)C1(C)CCCN(C(=O)c2ccnc(Cl)c2)C1 (stereo unspecified) | -0.5
CC(C)(C)n1nnnc1C(c1ccccc1)N1CCN(c2c(Cl)cncc2Cl)CC1 (stereo unspecified) | -2.5
C=CC[N+]1(CC=C)CCOCC1 | -1.3
CCCCC(=O)Oc1ccccc1C1SCc2cc(C)c(C)cc2CS1 | -1.2
O=C(Cn1nnc2ccccc21)c1ccc(Br)cc1 | 0.4
CCC(c1nc2ccccc2[nH]1)N(Cc1cccnc1)C(=O)c1cc(-c2ccccc2)on1 (stereo unspecified) | 1.1
CN(C)S(=O)(=O)c1cccc(NC(=O)CSc2nc3c(cc2C#N)C(=O)CC(C)(C)C3)c1 | -1.0
Cc1cccc(NC(=S)N(CCN(C)C)Cc2cc3cc(C)ccc3[nH]c2=O)c1 | 4.5
CCOC(=O)C(=O)NNc1ccccc1OC | -1.1
Cc1ccc(CSCCNC(=O)CN(c2cccc([N+](=O)[O-])c2)S(C)(=O)=O)cc1 | -1.1
CN1CCC(=O)N([C@H](COc2ccccc2)Cc2ccccc2)CC1 | -3.1
COc1ccc(-c2[nH]ncc2/C=N\NC(=O)c2ccc(Br)o2)cc1OC | -0.4
C=CCNC(=S)N/N=C/c1ccc(C(F)(F)F)cc1 | -2.3
O=S(=O)(/N=C(/Nc1ccccc1F)c1ccccc1)c1ccccc1 | -1.5
O=c1[nH]c(SCc2n[nH]c(=S)n2-c2ccccc2)nc2sc3c(c12)CCC3 | -0.1
O=C(CCC(=O)NC12CC3CC(CC(C3)C1)C2)NC1CCCCC1 | -0.3
O=C(Cc1ccc(F)cc1)N1CCOCC1 | 0.5
CC(C)N1C/C(=C/c2cccnc2)C(=O)/C(=C/c2cccnc2)C1 | -3.1
NS(=O)(=O)c1ccc(CNS(=O)(=O)c2ccc3ccccc3c2)cc1 | 3.3
COc1ccc(N=C2C(=O)Nc3ccccc32)cc1 | 5.2
CC(C)(N[C@@H](Cc1c[nH]c2ccccc12)C(=O)NCCc1c[nH]c2ccccc12)C(=O)NC1CCCCC1 | -2.9
N#Cc1ccc(-c2nc3c(Cl)cc(C(F)(F)F)cn3c2Cc2ccccc2C(F)(F)F)cc1 | 1.3
Nc1nc(SCc2ccccc2Cl)ns1 | -0.2
CCCCCCN(C(=O)CCCCCN1C(=O)NC(c2ccc([N+](=O)[O-])cc2)C(C(=O)OCc2ccccc2)=C1C)C(C(=O)NCCCC)C1CCCCC1 (stereo unspecified) | 1.2
O=C(O)CSCCn1cccn1 | -0.4
CCOC(=O)c1ccccc1NC(=O)Nc1ccc(OC)c(OC)c1 | -1.2
CC1CCN(C(=O)c2cc3nc(-c4ccccc4)cc(-c4ccccc4)n3n2)CC1 | -0.6
CCCCOP(=O)(c1ccc(N(C)C)cc1)C(O)c1ccc(OC)c(OC)c1 (stereo unspecified) | -0.4
O=C(Nc1nc2ccccc2n1CCN1CCOCC1)c1ccc(COc2ccccc2Br)o1 | -3.0
NS(=O)(=O)c1cccc(NC(=O)CSc2nnnn2-c2ccccc2)c1 | 3.3
Cc1onc(-c2ccccc2)c1-c1nnc(COC(=O)c2ccc(N(C)C)cc2)o1 | -1.6
C[C@H]1CCC[C@@H](O)CC(=O)c2c(O)cc(O)cc2CC(=O)O1 | -2.0
Cc1ccc(C(=O)N/C(=C\c2ccc(C)o2)C(=O)O)cc1 | 0.9
O=C(Nc1ccccc1)OCCNC(=O)c1cccc(Cl)c1 | 0.5
CCOc1cc(/C=N/n2c(C)nnc2C)ccc1O | -0.3
CC1CCCN(C(=O)COC(=O)c2cc(Br)ccc2O)C1 (stereo unspecified) | 8.2
CC1=CC2=NC(=O)/C(=C\c3cccn3CCOc3ccccc3C)C(=N)N2O1 | -0.9
CCOC(=O)N1CC=C2C(C#N)=C(N)C(C#N)(C#N)[C@H](c3ccsc3)[C@H]2C1 | 0.1

Grouped by structure: those above with an aryl thioether with sulfur outside any ring.
SMILES | TTR transcr act
COc1ccc(-n2nnnc2SCC(=O)NCCc2ccccc2)cc1OC | 0.8
N#CCSc1nc2sccc2c(=O)n1-c1ccccc1 | -1.4
CCCCCSc1nnc(N)s1 | 1.0
CCCCNS(=O)(=O)c1ccc2nc(SCC(=O)N3CC(C)OC(C)C3)[nH]c2c1 (stereo unspecified) | -1.4
CC(C)Sc1nc2c(c(=O)n1-c1ccc(F)cc1)SCC2 | -1.1
CN(C)S(=O)(=O)c1cccc(NC(=O)CSc2nc3c(cc2C#N)C(=O)CC(C)(C)C3)c1 | -1.0
O=c1[nH]c(SCc2n[nH]c(=S)n2-c2ccccc2)nc2sc3c(c12)CCC3 | -0.1
Nc1nc(SCc2ccccc2Cl)ns1 | -0.2
NS(=O)(=O)c1cccc(NC(=O)CSc2nnnn2-c2ccccc2)c1 | 3.3

(more compounds)
SMILES | TTR transcr act
COc1ccc(OC)c(NC(=O)COC(=O)CCCN=C2NS(=O)(=O)c3ccccc32)c1 | -1.7
Cc1ccc(NC(=O)CSCC(=O)NC2(C)CCS(=O)(=O)C2)cc1 (stereo unspecified) | -0.4
COc1ccccc1CNC(=O)C(CCSC)NC(=O)c1cccc(S(=O)(=O)N2CCOCC2)c1 (stereo unspecified) | 3.0
CCNC(=O)CSc1nnc(-c2ccccc2)n1-c1ccc(OCC)cc1 | -0.2
O=C(COC(=O)c1ccc2c(c1)OCCO2)Nc1ccc(F)cc1 | 2.1

The list is partial. The share of hits here may be higher or lower than overall.
